Screening data: PubChem, Broad Institute
GSIS activator: GLuc luminescence reporter in INS-1E cells, primary screen for activators of glucose-dependent secretion of insulin; activation, % at 16.6 µM; 370,000 compounds, 0.61% hits; AID 743287; INS-1E GLuc reporter insulin secretion, 2-3 h;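 active = lowest replicate activation of at least 40%, so every replicate reaches that level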;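 also: 0% = median of neutral control wells and 100% = median of IBMX positive control wells; some compounds called inactive have numbers as strong as hits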
DENV2 CPE rescue: inhibitors of DENV2 cytopathic effect | 350,000 compounds, 1.7% hits | DENV2-infected cells, cytopathic effect rescue, plate reader | AID 651640 | CPE inhibition, % at 9.99 µM; in the data active = CPE inhibition above about 20%, passing the limit was not always enough; inconclusive = no clear call, values can overlap the other calls; tested in BHK-21 cells;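 also: 0% = median of neutral control wells and 100% = median of positive control wells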
EWS-Fli block: inhibitors of EWS/Fli oncoprotein transcriptional activity; A673 NR0B1-luciferase reporter, viability-normalised; AID 651661; inhibition, % at 12.6 µM; 350,000 compounds, 0.67% hits;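 active = mean inhibition of at least 50% after viability correction, with every replicate also passing that limit; inconclusive = mean reaches 50% but only one of two replicates passes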;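 also: firefly luciferase signal divided by Alamar Blue viability fluorescence both relative to DMSO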
CFTR F508del cor: CFTR F508del correction in bronchial cells. 350,000 compounds, 0.36% hits. activity (quench increase), % at 7.58 µM. AID 720511. CFBE cells, YFP halide quenching; stimulated with forskolin plus potentiator P3; % fluorescence drop versus neutral controls;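 active = mean added fluorescence quench of at least 8% versus neutral control, with both replicates also reaching 8%; inconclusive = only one of the mean or replicate conditions met; inactive = mean below 8% and not both replicates reaching 8%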;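 also: cells transiently co-express mutant CFTR-F508del with the halide-sensitive YFP; corrector assay measuring rescue of mutant channel to the surface after 24 h compound exposure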
PAX8 reporter: lowers PAX8-driven luciferase in RMG-I cells; AID 652154; RMG-I TPO-luciferase reporter, SteadyGlo, 24 h; inhibition, % at 12.6 µM; 360,000 compounds, 1.2% hits;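 active = mean replicate inhibition at least 60% with every replicate also reaching 60%; inconclusive = only one of the two criteria is met; inactive = mean below 60% and not all replicates reaching 60%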;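 also: luciferase light reporting Pax8 driven TPO promoter activity; plate controls were median of neutral control wells for no effect and mitoxantrone controls for full effect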
miR122 inh: miR-122 inhibition in Huh7 cells | Huh7 miR-122 Renilla luciferase sensor, 48 h; neutral wells = 0, positive control = 100 | activation (reporter increase), % at 12.5 µM | 340,000 compounds, 0.3% hits | AID 602342;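 active = mean replicate activation score at least 90 and every replicate individually at or above 90; inconclusive = only one of the two criteria met; inactive = neither criterion met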;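 also: higher luciferase means less miR-122 activity so hits act as miR-122 inhibitors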
FN deposit inh: fibronectin deposition inhibition | 350,000 compounds, 0.086% hits | AH1F fibroblasts, Alexa488-fibronectin deposition fluorescence, overnight | inhibition, % at 12.6 µM;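 active = mean inhibition across replicates of 30% or more, regardless of how many single replicates reach that level; inconclusive = mean under 30% yet at least half of replicates reach 30%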;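 also: positive control wells lacked labelled fibronectin entirely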
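Assay system: AH1F fibroblast monolayer, labelled fibronectin deposition. Amount: 10000 cells per well. Also added: labelled fibronectin 24 nM. Compound: single-point pinned compound. Incubation: cell attachment 1 h, compound and FN exposure overnight. Detection: fluorescence after three HBSS washes, excitation 485 nm, emission 525 nm. Read-out: inhibition of fibronectin deposition signal.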
Active calls of the source: *; [ ] = dose if it differs, or a comment.

For CC12CN(C(=S)Nc3ccccc3)CC(C)(CN(C(=S)Nc3ccccc3)C1)C2=O the results were GSIS activator -22, DENV2 CPE rescue 7, EWS-Fli block 4, CFTR F508del cor 3.5, PAX8 reporter -6, miR122 inh 14 and FN deposit inh -7.
For COC(=O)c1cc2c(c3c4cc(F)ccc4n(S(=O)(=O)c4cccc(C)c4)c13)C(=O)N(Cc1ccccc1OC)C2 the results were DENV2 CPE rescue 1, EWS-Fli block 17, CFTR F508del cor 2.5, PAX8 reporter 4 and FN deposit inh 2.
Screening CCN(CC)CCN1C(=O)c2oc3ccccc3c(=O)c2C1c1ccc(F)cc1 (stereo not drawn) returned GSIS activator 1, miR122 inh -3 and FN deposit inh -8.
`O=C(C[C@@H]1CC[C@H]2[C@@H](COC[C@H](O)CN2Cc2cc(F)ccc2F)O1)NCc1ccc(Cl)cc1` gave GSIS activator -16, DENV2 CPE rescue -9, EWS-Fli block 3, CFTR F508del cor -0.8, PAX8 reporter 11, miR122 inh 5[16.7 µM] and FN deposit inh -3.
For Cc1ccc(CC2SC(=Nc3ccccc3)N(c3ccccc3)C2=O)cc1 (stereo not drawn) the results were GSIS activator -37, PAX8 reporter 13, miR122 inh 3 and FN deposit inh -6.
Cc1cc2occ(CC(=O)N(C)CC(=O)Nc3ccccc3Br)c2cc1C was read as GSIS activator -29, DENV2 CPE rescue -9, EWS-Fli block -1, CFTR F508del cor -1.0, PAX8 reporter 12, miR122 inh -2 and FN deposit inh -14.
CC(=O)c1c(C)[nH]c(C(=O)COc2ccc3ccc(=O)oc3c2)c1C was read as GSIS activator 10, DENV2 CPE rescue -3, EWS-Fli block -8, CFTR F508del cor -2.7, PAX8 reporter 13, miR122 inh 9 and FN deposit inh 6.
O=c1[nH]c2cc3c(cc2cc1CN(Cc1ccco1)C(=S)NCC1CCCO1)OCCO3 (stereo not drawn) was read as GSIS activator 15, DENV2 CPE rescue 15, EWS-Fli block 47, CFTR F508del cor 6.2, PAX8 reporter 24 and FN deposit inh 7.
Screening CCOC(=O)[C@H]1[C@H]2COc3ccc(OC)cc3[C@@H]2N2C(=O)CN(CCc3c[nH]c4ccccc34)C(=O)[C@@]12C returned GSIS activator -13, DENV2 CPE rescue -6, EWS-Fli block 11, CFTR F508del cor -0.4, PAX8 reporter 21, miR122 inh -9 and FN deposit inh 9.
CCCC(C)c1nnc(NC(=O)C2CC(=O)N(c3ccc(OCC)cc3)C2)s1 (stereo not drawn) was read as GSIS activator 2, DENV2 CPE rescue -3, EWS-Fli block 7, CFTR F508del cor 1.0, PAX8 reporter 3 and FN deposit inh -7.
`COc1ccc(S(=O)(=O)N2CCOCC2)cc1NC(=O)C1CC(=O)N(c2ccc3c(c2)OCCO3)C1` (stereo not drawn) gave GSIS activator -4, DENV2 CPE rescue -5, EWS-Fli block 1, CFTR F508del cor 1.7, PAX8 reporter 0, miR122 inh -5 and FN deposit inh -7.
Screening COC(=O)Cn1c(=NC(=O)CN2C(=O)CCC2=O)sc2cc(S(N)(=O)=O)ccc21 returned GSIS activator 5, EWS-Fli block -3, CFTR F508del cor -1.3, PAX8 reporter 2, miR122 inh -7 and FN deposit inh -3.
`C[C@@H]1CCCCO[C@H](CN(C)S(=O)(=O)c2cn(C)cn2)[C@H](C)CN([C@H](C)CO)C(=O)c2cc(N(C)C)ccc2O1` gave GSIS activator 12, EWS-Fli block -4, CFTR F508del cor 0.5, PAX8 reporter -21, miR122 inh 6[16.7 µM] and FN deposit inh 5.
`CC(=O)Oc1ccc(C2C3=C(CC(C)(C)CC3=O)Nc3cc4c(cc32)OCCO4)cc1` (stereo not drawn) gave GSIS activator -7, DENV2 CPE rescue inconclusive, EWS-Fli block -13, CFTR F508del cor -3.0, PAX8 reporter 11 and FN deposit inh -6.
For CCOC(=O)c1c(C)oc2cc(Sc3ccccc3)c(O)c(O)c12 the results were DENV2 CPE rescue -1, EWS-Fli block 9, CFTR F508del cor 1.2, PAX8 reporter 0, miR122 inh -5 and FN deposit inh 0.
`COc1ccc2c(c1)C1NC(=S)NC(C)(O2)C1C(=O)Nc1ccc(C)cc1C` (stereo not drawn) gave GSIS activator -17, PAX8 reporter 7 and FN deposit inh 9.
Nc1nc(-c2nonc2N)no1 was read as GSIS activator 9, DENV2 CPE rescue 9, EWS-Fli block 1, CFTR F508del cor 0.5, PAX8 reporter 3 and FN deposit inh -1.
Screening COC(=O)c1ccccc1S(=O)(=O)NNC(=O)c1nn(C)c(=O)c2ccccc12 returned GSIS activator 4, DENV2 CPE rescue -2, EWS-Fli block 25, CFTR F508del cor -4.5, PAX8 reporter 5, miR122 inh -8 and FN deposit inh 8.
Screening O=S(=O)(Cc1ccccc1)N1CCCCN2[C@@H](CO)[C@@H](c3ccc(-c4cccnc4)cc3)[C@@H]2C1 returned GSIS activator -13, DENV2 CPE rescue 9, EWS-Fli block 8, CFTR F508del cor 2.4, PAX8 reporter -1 and miR122 inh -1[16.7 µM].
`O=[N+]([O-])c1ccc(N/N=C2/CCCCC2c2ccccn2)c([N+](=O)[O-])c1` (stereo not drawn) gave GSIS activator -21, DENV2 CPE rescue 1, EWS-Fli block 13, CFTR F508del cor 0.4, PAX8 reporter -13 and FN deposit inh -2.

A stretch of the results above, for reference:
`CC(=O)Oc1ccc(C2C3=C(CC(C)(C)CC3=O)Nc3cc4c(cc32)OCCO4)cc1` (stereo not drawn) gave GSIS activator -7, DENV2 CPE rescue inconclusive, EWS-Fli block -13, CFTR F508del cor -3.0, PAX8 reporter 11 and FN deposit inh -6.
For CCOC(=O)c1c(C)oc2cc(Sc3ccccc3)c(O)c(O)c12 the results were DENV2 CPE rescue -1, EWS-Fli block 9, CFTR F508del cor 1.2, PAX8 reporter 0, miR122 inh -5 and FN deposit inh 0.
`COc1ccc2c(c1)C1NC(=S)NC(C)(O2)C1C(=O)Nc1ccc(C)cc1C` (stereo not drawn) gave GSIS activator -17, PAX8 reporter 7 and FN deposit inh 9.
Nc1nc(-c2nonc2N)no1 was read as GSIS activator 9, DENV2 CPE rescue 9, EWS-Fli block 1, CFTR F508del cor 0.5, PAX8 reporter 3 and FN deposit inh -1.
Screening COC(=O)c1ccccc1S(=O)(=O)NNC(=O)c1nn(C)c(=O)c2ccccc12 returned GSIS activator 4, DENV2 CPE rescue -2, EWS-Fli block 25, CFTR F508del cor -4.5, PAX8 reporter 5, miR122 inh -8 and FN deposit inh 8.

Remaining list, next part
Screening CN1/C(=C/C(=O)C2CC2)C(C)(C)c2ccccc21 returned GSIS activator -9, DENV2 CPE rescue 9, EWS-Fli block 3, CFTR F508del cor -0.7, PAX8 reporter 10 and FN deposit inh 2.
Nc1nnc(SCC(=O)Nc2ccccc2N2CCOCC2)s1 was read as GSIS activator 0, PAX8 reporter 15, miR122 inh 1 and FN deposit inh -9.
`C[C@@H]1CCCCO[C@H](CN(C)Cc2ccccc2)[C@@H](C)CN([C@H](C)CO)C(=O)c2cc(NC(=O)CCCCCC(=O)Nc3ccccc3N)ccc2O1` gave GSIS activator -12, DENV2 CPE rescue -11, EWS-Fli block -20, CFTR F508del cor -2.1, PAX8 reporter 14 and FN deposit inh -5.
For Fc1ccc(CNc2nc(-c3ccccc3)nc3ccccc23)cc1 the results were GSIS activator -39, DENV2 CPE rescue -2, EWS-Fli block 8, CFTR F508del cor 1.3, PAX8 reporter 17 and FN deposit inh 2.
`[O-][N+](=Cc1c(Cl)cccc1Cl)CC1(O)CCCCC1` gave DENV2 CPE rescue -16, EWS-Fli block 4, CFTR F508del cor -1.2, PAX8 reporter 14, miR122 inh -3 and FN deposit inh 2.
`c1ccc(SC23CCCCN(CCC2)[C@]32CO2)cc1` (stereo partly drawn) gave DENV2 CPE rescue inconclusive, EWS-Fli block -6, CFTR F508del cor 0.7, PAX8 reporter -4 and FN deposit inh -10.
Screening Cn1cc(C(=O)NC2C3CC4CC(C3)CC2C4)cn1 (stereo not drawn) returned GSIS activator -10, PAX8 reporter -22 and FN deposit inh -7.
`C=CCNC(=O)c1ccccc1NC(=O)C1CCN(S(=O)(=O)c2ccc(SC)cc2)CC1` gave GSIS activator -2, DENV2 CPE rescue -2, EWS-Fli block 11, CFTR F508del cor 1.0, PAX8 reporter 1, miR122 inh 3 and FN deposit inh 0.
CCN(CC)CCn1c2c(c(SCC(=O)Nc3cccc4ccccc34)nc1=O)CCCC2 was read as GSIS activator -8, DENV2 CPE rescue -4, EWS-Fli block 2, CFTR F508del cor -1.6, PAX8 reporter 15, miR122 inh -8 and FN deposit inh -7.
`COc1cc(/C=N\Nc2nc3ccccc3[nH]2)cc(OC)c1OC` gave PAX8 reporter -38, miR122 inh -5 and FN deposit inh 4.
`O=C(C[C@H]1CC[C@@H]2[C@H](COC[C@H](O)CN2Cc2ccc(F)cc2)O1)NCc1ccccc1Cl` gave GSIS activator -13, DENV2 CPE rescue 9, EWS-Fli block -10, CFTR F508del cor 1.9, PAX8 reporter 2, miR122 inh -6[16.7 µM] and FN deposit inh -2.
`CCCCn1c(N)c(N(CC(C)C)C(=O)CCNC(=O)c2ccc([N+](=O)[O-])cc2)c(=O)[nH]c1=O` gave GSIS activator -2, DENV2 CPE rescue -7, EWS-Fli block -5, CFTR F508del cor -3.0, PAX8 reporter 3, miR122 inh 1 and FN deposit inh -2.
`C[C@H](CO)N1C[C@H](C)[C@@H](CN(C)C(=O)c2ccc3c(c2)OCO3)Oc2ncc(/C=C/c3ccccc3)cc2C1=O` gave GSIS activator -34, DENV2 CPE rescue 6, EWS-Fli block 8, CFTR F508del cor -1.3, PAX8 reporter 56 and miR122 inh -7[16.7 µM].
`O=C(O)COc1ccccc1-c1nc(-c2ccccc2)c(-c2ccccc2)[nH]1` gave GSIS activator 4, DENV2 CPE rescue -2, EWS-Fli block 10, CFTR F508del cor 1.0, PAX8 reporter -24, miR122 inh -2 and FN deposit inh -2.
Screening CN(C)/N=C/c1ccc(P(c2ccc(/C=N/N(C)C)o2)c2ccc(/C=N/N(C)C)o2)o1 returned GSIS activator 3, DENV2 CPE rescue 3, EWS-Fli block 45, CFTR F508del cor -0.6, PAX8 reporter -3, miR122 inh -3 and FN deposit inh -1.
O=C(Nc1ncc(Cc2ccccc2Cl)s1)C1=NCCN1 was read as GSIS activator 1, DENV2 CPE rescue 4, EWS-Fli block 39, CFTR F508del cor 0.3, PAX8 reporter -5 and FN deposit inh 6.
Screening COc1cc(CC2COC(=O)C2Cc2ccc(O)c(OC)c2)ccc1O (stereo not drawn) returned GSIS activator -7, DENV2 CPE rescue -23, EWS-Fli block 15 and CFTR F508del cor 0.6.
`Cc1noc(C)c1NC(=O)N(C)C[C@H]1Oc2c(NS(=O)(=O)c3cn(C)cn3)cccc2C(=O)N([C@@H](C)CO)C[C@@H]1C` gave GSIS activator 4, DENV2 CPE rescue 4, EWS-Fli block 0, CFTR F508del cor 4.6, PAX8 reporter -8, miR122 inh 1[16.7 µM] and FN deposit inh 1.
COc1ccc(CNC(=O)N2CCN(c3ccccc3)CC2)cc1 was read as GSIS activator 10, DENV2 CPE rescue 2, EWS-Fli block -5, CFTR F508del cor 2.9, PAX8 reporter -4, miR122 inh 0 and FN deposit inh -1.
Cc1cc(C)c(S(=O)(=O)N2CCCOC2CNC(=O)C(=O)NCc2cccnc2)c(C)c1 (stereo not drawn) was read as GSIS activator 0, DENV2 CPE rescue -2, EWS-Fli block 2, CFTR F508del cor -2.4, PAX8 reporter -19 and FN deposit inh 0.
